IDE cell activ – IDE (human) activation, cell-based | P14735 | activation, % at 5.96 µM | actives 0.073% (n = 340,000) | HEK cells, FAbeta-B cleavage, fluorescence polarization; 0% vehicle, 100% cell-free pure enzyme wells;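 active = activation above the mean of all tested compounds plus 3 SD, set per screening campaign, cut at about 17% in these data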
IMP-1 inh – inhibitors of Pseudomonas aeruginosa IMP-1 metallo-beta-lactamase | AID 1556 | inhibition, % at 5.6 µM | actives 0.45% (n = 290,000) | purified IMP-1, nitrocefin hydrolysis, epi-absorbance fluorescence;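 active = inhibition above the mean plus 3 SD of all compounds in the same screening run, cut at about 4.5% in these data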;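 also: 0% = IMP-1 with DMSO and 100% = DMSO wells lacking enzyme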
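assay system = purified recombinant IMP-1 metallo-beta-lactamase enzyme | schedule = 15 min preincubation plus 25 min reaction at 25 °C | signal = Epi-absorbance fluorescence, 480 nm excitation, 530 nm emission | read-out basis = percent inhibition from optical density relative to buffer-blank wells | controls = IMP-1 with DMSO as 0%, enzyme-free DMSO as 100%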
GalR3 antag – antagonists of human GalR3; actives 0.44% (n = 360,000); O60755; inhibition, % at 3 µM; HEK293 GalR3-CNG cAMP membrane potential fluorescence; galR3 body fused to GalR1 C-terminus;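 active = inhibition above the screen-wide average plus 3 SD, cut at about 13% in these data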;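 also: forskolin and galanin both at EC90 stimulate the cells; cAMP rise reported by CNG channel membrane potential dye signal; 0% = forskolin plus galanin with DMSO and 100% = forskolin alone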
IDE inh – inhibits human insulin-degrading enzyme in HEK cells | inhibition, % at 5.59 µM | FAbetaB cleavage, fluorescence polarization | P14735 | AID 434962 | actives 0.41% (n = 320,000);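 active = percent inhibition above the average of all tested compounds plus 3 SD, set per screening campaign, cut at about 16% in these data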;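 also: IDE supplied by intact live HEK cells; FP after avidin binding of uncleaved biotin substrate so inhibition keeps polarization high; 0% = DMSO wells and 100% = 60 µM reference IDE inhibitor Ii1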
SUMO HTRF inh – SUMOylation inhibition. P63279. HTRF SUMOylation assay, SAE1/SAE2 + UBC9, in vitro. inhibition, % at 35 µM. actives 0.36% (n = 290,000); in the data active = inhibition above about 50%, passing the limit was not always enough; also: strong numbers were not always called active
CRFR2-BP antag – CRF-BP/CRF-R2 complex antagonism | inhibition, % at 11.8 µM | actives 0.59% (n = 350,000) | HEK293 CRF-R2/CRF-BP, CRF-induced calcium fluorescence;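 active = inhibition of the ligand-induced calcium signal above about 50% at the single tested concentration, limit read from the data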
HCV NS3 hel inh – inhibitors of Hepatitis C virus NS3 helicase; NS3 helicase DNA unwinding, Cy5 molecular beacon fluorescence; inhibition, % at 10.9 µM; actives 0.56% (n = 290,000);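 active = inhibition above the mean of all tested compounds plus 3 SD, set per campaign, cut at about 35% in these data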;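 also: 0% = DMSO wells and 100% = thioflavine S control wells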
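test system = hepatitis C virus NS3 helicase domain fragment enzyme | reagent = annealed dual-labelled DNA beacon duplex, ATP-started | times = 1 h at 25 °C | detection = Cy5 fluorescence, 0 and 60 min reads | read-out basis = percent inhibition from t60/t0 fluorescence ratio | control set = DMSO and thioflavine S | replication = one well per compound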
p-CIP stab down – lowers stability of the mouse p/CIP coactivator protein; Q05BA5; F442A p/CIP-EGFP cells, EGFP fluorescence, 16 h; decrease of EGFP signal, % at 10 µM; actives 0.01% (n = 290,000); AID 1984;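 active = EGFP signal decrease of at least 30% at 10 µM or well 3 SD below plate mean, unless failing retest; inactive = the rest, including hits failing retest or dose response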; also: some compounds called inactive have numbers as strong as hits; many of its hits are not listed in these tables
Target sequence (Q05BA5 1-1403): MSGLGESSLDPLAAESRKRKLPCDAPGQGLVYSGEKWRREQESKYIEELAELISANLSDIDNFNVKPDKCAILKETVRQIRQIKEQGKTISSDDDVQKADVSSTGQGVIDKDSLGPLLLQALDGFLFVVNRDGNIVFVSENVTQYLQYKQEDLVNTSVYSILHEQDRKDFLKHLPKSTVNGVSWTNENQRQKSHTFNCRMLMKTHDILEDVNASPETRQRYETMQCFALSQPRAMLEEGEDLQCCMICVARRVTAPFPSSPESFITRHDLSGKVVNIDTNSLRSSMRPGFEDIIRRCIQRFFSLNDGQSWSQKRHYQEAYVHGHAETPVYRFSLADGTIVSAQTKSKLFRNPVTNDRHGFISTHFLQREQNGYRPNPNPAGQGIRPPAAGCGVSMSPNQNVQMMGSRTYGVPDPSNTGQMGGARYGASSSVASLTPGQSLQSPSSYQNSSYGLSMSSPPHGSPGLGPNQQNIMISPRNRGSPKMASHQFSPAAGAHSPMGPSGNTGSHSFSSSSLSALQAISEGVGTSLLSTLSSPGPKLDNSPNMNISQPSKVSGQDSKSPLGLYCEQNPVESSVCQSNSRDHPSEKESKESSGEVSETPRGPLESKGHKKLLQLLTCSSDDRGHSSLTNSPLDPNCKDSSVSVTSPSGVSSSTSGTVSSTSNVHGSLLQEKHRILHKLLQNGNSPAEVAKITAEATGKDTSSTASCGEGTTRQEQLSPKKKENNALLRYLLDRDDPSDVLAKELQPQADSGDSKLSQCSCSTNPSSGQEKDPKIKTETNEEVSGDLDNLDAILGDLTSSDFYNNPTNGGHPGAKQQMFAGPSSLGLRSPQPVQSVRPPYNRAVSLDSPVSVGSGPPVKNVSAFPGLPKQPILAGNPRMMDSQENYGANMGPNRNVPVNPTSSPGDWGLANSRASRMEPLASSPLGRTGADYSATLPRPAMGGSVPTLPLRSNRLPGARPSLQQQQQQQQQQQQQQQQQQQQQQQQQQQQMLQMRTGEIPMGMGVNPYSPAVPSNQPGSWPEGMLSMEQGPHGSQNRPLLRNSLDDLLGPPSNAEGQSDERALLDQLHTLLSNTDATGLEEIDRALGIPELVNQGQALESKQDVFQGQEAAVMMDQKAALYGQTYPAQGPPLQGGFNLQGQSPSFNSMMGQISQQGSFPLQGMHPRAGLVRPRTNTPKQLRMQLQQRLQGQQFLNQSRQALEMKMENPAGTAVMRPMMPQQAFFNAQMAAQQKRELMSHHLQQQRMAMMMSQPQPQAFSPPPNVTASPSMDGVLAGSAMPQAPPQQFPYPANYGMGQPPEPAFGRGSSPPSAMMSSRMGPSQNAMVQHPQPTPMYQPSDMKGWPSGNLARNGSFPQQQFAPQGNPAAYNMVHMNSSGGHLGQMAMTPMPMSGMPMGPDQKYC
VIM-2 inhibitor – blocks Pseudomonas aeruginosa VIM-2 metallo-beta-lactamase; purified VIM-2, nitrocefin hydrolysis, epi-absorbance fluorescence; inhibition, % at 5.6 µM; actives 0.89% (n = 290,000); AID 1527;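 active = inhibition above the mean of all tested compounds plus 3 SD, cutoff set per screening run, cut at about 7.5% in these data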;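 also: red hydrolysis product quenches plate fluorescence so inhibitors raise well fluorescence; 0% = enzyme with DMSO and 100% = DMSO without enzyme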
Active calls of the source: *.

`O=C(CCc1ccccc1)N1CCN(c2ccccn2)CC1` gave IDE cell activ -6.8, IMP-1 inh -3.9, GalR3 antag 1.5, IDE inh 5.4, SUMO HTRF inh -18.4, CRFR2-BP antag 2.4, HCV NS3 hel inh -5.0, p-CIP stab down -8.3 and VIM-2 inhibitor -3.6.
COc1ccc(Cn2c(N)c(S(=O)(=O)c3cccs3)c3nc4ccccc4nc32)cc1 was read as IDE cell activ -0.9, IMP-1 inh -2.1, GalR3 antag -4.3, IDE inh -5.6, SUMO HTRF inh 3.8, CRFR2-BP antag -9.9, HCV NS3 hel inh -1.0, p-CIP stab down -3.1 and VIM-2 inhibitor -4.1.
Screening O=C(COc1ccc(F)cc1Br)NCc1nnc2ccccn12 returned IDE cell activ -1.6, GalR3 antag -3.7, IDE inh 0.8 and CRFR2-BP antag -4.4.
`Cn1nc(-c2ccc(Cl)cc2)cc1NC(=O)CCCC(=O)O` gave IMP-1 inh -1.5, GalR3 antag -2.0, IDE inh 5.3, SUMO HTRF inh 8.1, CRFR2-BP antag -22.1, HCV NS3 hel inh -0.6, p-CIP stab down -10.7 and VIM-2 inhibitor -2.1.
For CCNC(=S)NNC(=O)c1cc(-c2ccc(OCC)cc2)nc2ccccc12 the results were IDE cell activ 11.1, IMP-1 inh -4.9, GalR3 antag -5.5, IDE inh -1.8, SUMO HTRF inh -106.7, CRFR2-BP antag 7.5, HCV NS3 hel inh 4.7, p-CIP stab down -4.2 and VIM-2 inhibitor -3.4.
For O=C(O)CCc1ccc(-c2ccccc2)n1Cc1ccco1 the results were IDE cell activ 1.4, IMP-1 inh -3.2, GalR3 antag -3.7, IDE inh -1.1, SUMO HTRF inh 8.1, CRFR2-BP antag 1.2, HCV NS3 hel inh 10.2, p-CIP stab down 3.3 and VIM-2 inhibitor -0.2.
O=C(O)c1cc(S(=O)(=O)N2CCN(S(=O)(=O)c3ccc4ccccc4c3)CC2)ccc1Br was read as IDE cell activ -2.0, GalR3 antag -5.9, IDE inh 0.9 and CRFR2-BP antag 4.2.
`CCCc1cc(=O)[nH]c(SCC(=O)Nc2ccc(C)c(S(=O)(=O)N3CCCCC3)c2)n1` gave IDE cell activ -7.0, GalR3 antag -7.2, IDE inh 1.8 and CRFR2-BP antag -3.2.
`CC(C)(C)c1ccccc1NC(=O)N1CCNC(=O)C1CC(=O)Nc1ccc(F)cc1` (stereo not drawn) gave IDE cell activ -1.8, IMP-1 inh -1.4, GalR3 antag -0.4, IDE inh -0.2, SUMO HTRF inh -6.5, CRFR2-BP antag -9.5, HCV NS3 hel inh -0.4, p-CIP stab down 11.9 and VIM-2 inhibitor 0.8.
For Nc1nccnc1C(=O)OCC(=O)NC1CCCc2ccccc21 (stereo not drawn) the results were IDE cell activ 5.6, GalR3 antag -5.7, IDE inh 0.0 and CRFR2-BP antag -0.9.
For CCOC(=O)CC1C(=O)NCCN1S(=O)(=O)c1ccccc1Cl (stereo not drawn) the results were IDE cell activ -2.1, IMP-1 inh 0.5, GalR3 antag -1.9, IDE inh 5.9, SUMO HTRF inh 23.0, CRFR2-BP antag -8.9, HCV NS3 hel inh 4.8, p-CIP stab down 5.4 and VIM-2 inhibitor 0.9.
`COc1ccc(OC)c(CCNC(=O)C(=O)Nc2ccc3nc4n(c(=O)c3c2)CCCCC4)c1` gave IDE cell activ 5.3, IMP-1 inh -2.2, GalR3 antag 3.8, IDE inh 0.1, SUMO HTRF inh -7.8, CRFR2-BP antag 1.4, HCV NS3 hel inh 1.6, p-CIP stab down -28.6 and VIM-2 inhibitor -2.5.
For Cn1c(C2CCCCC2)nc2ccccc21 the results were IDE cell activ 1.1, IMP-1 inh -2.8, GalR3 antag -9.8, IDE inh 0.2, SUMO HTRF inh -4.9, CRFR2-BP antag 10.2, HCV NS3 hel inh 6.3, p-CIP stab down 4.8 and VIM-2 inhibitor -1.3.
For CCC(NC(=O)c1ccccc1NC(=O)C(C)(C)C)C(=O)N1CC(C)OC(C)C1 (stereo not drawn) the results were IDE cell activ 0.1, GalR3 antag 2.5, IDE inh 5.9 and CRFR2-BP antag 10.3.
O=c1c2ccccc2nc2n1CCS2 was read as IDE cell activ -4.3, IMP-1 inh -1.9, GalR3 antag -6.1, IDE inh 1.2, SUMO HTRF inh -0.6, CRFR2-BP antag -12.7, HCV NS3 hel inh -7.1, p-CIP stab down -10.8 and VIM-2 inhibitor 1.6.
`N#C/C(=C/c1ccc(Sc2nc3ccccc3[nH]2)o1)c1cccc(F)c1` gave IDE cell activ 0.8, IMP-1 inh -3.8, GalR3 antag -3.1, IDE inh 3.7, SUMO HTRF inh 12.5, CRFR2-BP antag -8.3, HCV NS3 hel inh -1.2, p-CIP stab down -6.9 and VIM-2 inhibitor -5.3.
COCCNC(=O)c1cccc2c1C(=O)c1ccc(N3CCOCC3)cc1S2(=O)=O was read as IDE cell activ -2.2, GalR3 antag -5.6, IDE inh -0.1 and CRFR2-BP antag 4.6.
Screening CN(CCOc1ccccc1)C(=O)c1cc(S(=O)(=O)N2CCOCC2)ccc1Cl returned IDE cell activ 3.4, GalR3 antag -3.0, IDE inh -2.5 and CRFR2-BP antag 7.4.
Screening Cc1ccccc1S(=O)(=O)N1[C@@H](c2cccc(Cl)c2)C(C(=O)O)=CC[C@H]1c1ccc(Cl)cc1 returned IDE cell activ 0.7, GalR3 antag 1.2, IDE inh 1.7 and CRFR2-BP antag 11.3.
CC(C)CN(C(=O)COC(=O)CSc1ccc([N+](=O)[O-])cc1)C1CCS(=O)(=O)C1 (stereo not drawn) was read as IDE cell activ -0.3, GalR3 antag -1.3, IDE inh -1.9 and CRFR2-BP antag -5.1.
For O=C(Nc1cccc(S(=O)(=O)N2CCCC2)c1)C1CCCN1C(=O)c1cccs1 (stereo not drawn) the results were IDE cell activ 1.6, IMP-1 inh -0.8, GalR3 antag -6.9, IDE inh -3.6, SUMO HTRF inh 1.1, CRFR2-BP antag 5.5, HCV NS3 hel inh -9.3, p-CIP stab down 5.9 and VIM-2 inhibitor 0.2.
`Cc1ccc2cc(CN(CCN(C)C)C(=O)Nc3ccc(Cl)cc3)c(=O)[nH]c2c1` gave IDE cell activ 2.6, IMP-1 inh -4.0, GalR3 antag -5.6, IDE inh -0.3, SUMO HTRF inh 9.5, CRFR2-BP antag -13.1, HCV NS3 hel inh -44.3, p-CIP stab down -6.5 and VIM-2 inhibitor -0.2.
`CC(=O)c1ccc(OCC(=O)Nc2ccc3c(c2)CCC3)cc1` gave IDE cell activ -1.7, IMP-1 inh -2.7, GalR3 antag -6.4, IDE inh -3.3, SUMO HTRF inh 9.8, CRFR2-BP antag 7.4, HCV NS3 hel inh -2.8, p-CIP stab down -2.0 and VIM-2 inhibitor -2.8.
For Cc1nc2c3ccccc3nc(NNC(=O)CCC(=O)NC3CCCC3)n2n1 the results were IDE cell activ -0.5, IMP-1 inh -4.2, GalR3 antag -1.8, IDE inh 0.1, SUMO HTRF inh -2.3, CRFR2-BP antag -4.6, HCV NS3 hel inh 4.4, p-CIP stab down 10.5 and VIM-2 inhibitor -4.4.
Screening C#CCOc1ccc(Br)cc1C(c1c(C)[nH][nH]c1=O)c1c(C)[nH][nH]c1=O returned IDE cell activ 1.5, IMP-1 inh -2.6, GalR3 antag -9.1, IDE inh 4.0, SUMO HTRF inh 15.2, CRFR2-BP antag 0.7, HCV NS3 hel inh 18.3, p-CIP stab down -9.0 and VIM-2 inhibitor -3.3.
O=c1[nH]c(SCc2ccc(Cl)cc2)nc2[nH]ncc12 was read as IDE cell activ -3.9, IMP-1 inh -2.3, GalR3 antag 0.4, IDE inh -1.1, SUMO HTRF inh 4.9, CRFR2-BP antag 9.0, HCV NS3 hel inh -2.7, p-CIP stab down 11.9 and VIM-2 inhibitor -0.4.
`Cc1c2c(nc3nnnn13)CCCC2` gave IDE cell activ -1.6, IMP-1 inh -2.0, GalR3 antag -2.6, IDE inh 4.5, SUMO HTRF inh 23.7, CRFR2-BP antag 3.4, HCV NS3 hel inh 17.4, p-CIP stab down -9.4 and VIM-2 inhibitor -3.3.
For Cc1cc(C(=O)NNC(=O)c2cccc(C(F)(F)F)c2)no1 the results were IDE cell activ -2.7, IMP-1 inh -1.0, GalR3 antag -1.4, IDE inh 1.6, SUMO HTRF inh -0.8, CRFR2-BP antag 4.1, HCV NS3 hel inh 1.2, p-CIP stab down -9.6 and VIM-2 inhibitor -2.4.
For O=C1Nc2ccc(S(=O)(=O)N3CCCC3)c3cccc1c23 the results were IDE cell activ -2.5, IMP-1 inh -2.7, GalR3 antag -4.5, IDE inh -4.2, SUMO HTRF inh 21.8, CRFR2-BP antag -0.8, HCV NS3 hel inh 0.4, p-CIP stab down -19.3 and VIM-2 inhibitor -1.1.
For O=C(CN1C(=O)NC2(CCCCC2)C1=O)Nc1ccc(Cl)c(S(=O)(=O)N2CCOCC2)c1 the results were IDE cell activ 9.1, GalR3 antag 0.5, IDE inh 6.9 and CRFR2-BP antag 3.3.
CCSc1nnc(NC(=O)CSc2nnc(-c3c[nH]c4ccccc34)n2C)s1 was read as IDE cell activ 1.7, IMP-1 inh -2.5, IDE inh 8.3, SUMO HTRF inh 0.4, CRFR2-BP antag 0.6, HCV NS3 hel inh 3.9, p-CIP stab down -1.0 and VIM-2 inhibitor -1.5.
COCCNC(=S)NN=C1CCCCC1 was read as IDE cell activ -3.4, IMP-1 inh -2.4, GalR3 antag -7.0, IDE inh -1.7, SUMO HTRF inh 25.8, CRFR2-BP antag 5.6, HCV NS3 hel inh -4.8, p-CIP stab down -8.7 and VIM-2 inhibitor -2.4.
`C/C(=N\OCc1ccccc1)c1c(O)cc(C(C)C)n(-c2ccccc2)c1=O` gave IDE cell activ 1.0, IMP-1 inh -1.4, GalR3 antag -2.1, IDE inh 5.5, SUMO HTRF inh -1.0, CRFR2-BP antag 23.2, HCV NS3 hel inh 1.4, p-CIP stab down 9.2 and VIM-2 inhibitor -0.2.
O=C(Nc1nccs1)c1cccc(NC(=O)c2ccco2)c1 was read as IDE cell activ 4.7, IMP-1 inh 0.2, GalR3 antag -4.8, IDE inh 13.8, SUMO HTRF inh 7.1, CRFR2-BP antag 0.7, HCV NS3 hel inh -6.9, p-CIP stab down 14.1 and VIM-2 inhibitor -0.6.
Screening CSCCC(NC(=O)c1cc(S(=O)(=O)N2CCOCC2)ccc1F)c1nc2ccccc2[nH]1 (stereo not drawn) returned IDE cell activ 7.4, GalR3 antag -3.8, IDE inh -3.4 and CRFR2-BP antag -3.0.
For CCCCCN(C(=O)CCC(=O)OCc1cccc(C(F)(F)F)c1)c1c(N)n(CCCC)c(=O)[nH]c1=O the results were IDE cell activ -2.0, IMP-1 inh -1.3, GalR3 antag -3.7, IDE inh -4.9, SUMO HTRF inh 8.3, CRFR2-BP antag 33.8, HCV NS3 hel inh 3.2, p-CIP stab down 5.8 and VIM-2 inhibitor -1.9.
`C=C(C)CSCc1nc2ccccc2[nH]1` gave IDE cell activ 2.4, IMP-1 inh 0.3, GalR3 antag -3.3, IDE inh 1.8, SUMO HTRF inh -0.1, CRFR2-BP antag -12.8, HCV NS3 hel inh 3.7, p-CIP stab down 3.1 and VIM-2 inhibitor -2.6.

High-throughput results (PubChem)
